a7 integrin act – integrin-mediated muscular dystrophy alleviation activation | alpha7betagal myoblasts, beta-gal FDG fluorescence, 48 h | Potency, µM (highest dose often 38.3 µM), inactives show top-dose activation, most hits filed as activators | 350,000 compounds, 0.064% hits | AID 624291;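 further: potency means the concentration at half of the fitted maximal effect; 100% = response of the positive control SU9516; nearly all actives have a fitted effect of over 60% in size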
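Alpha7betagal+/- myoblasts (passage 13) were plated 16-24 hr, then exposed to compounds (1:260 dilution of DMSO stock) for 48 hours at 37C. After MPER lysis, β-galactosidase reporter activity was read as FDG fluorescence (ex 480/em 540) after 30 minutes.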
A-T KAP1 phos – potential ataxia-telangiectasia treatment | […] A-T fibroblasts, KAP-1 phosphorylation AlphaLISA; neocarzinostatin DNA damage 30 min before lysis | Potency, µM (titrated, usually from 57.5 µM), inactives show at the top dose activation, hits mostly activators | 320,000 compounds, 0.19% hits; further: potency means the concentration at half of the fitted maximal effect; % of control where 0% means no effect; nearly all actives have a fitted effect of over 45% in size
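ATM-like activity read as KAP-1 phosphorylation via AlphaLISA donor/acceptor antibody pairs after lysis and 6 hr at 25C. Cells were ATM-null patient fibroblasts ([…], hTERT), dosed 60 min, then exposed to the DSB inducer NCS for 30 min.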
Menin-MLL TR inh – menin-MLL binding inhibition, Texas Red mutant peptide. O00255. Menin + Texas Red MLL mutant peptide, fluorescence polarization. Potency, µM (doses to about 61.6 µM), without a hit: at the highest dose FP activity change, negative = inhibition, usual class: inhibitors. 270,000 compounds, 0.23% hits. AID 1768; active means well fitted inhibition curve with a large enough effect in the polarisation, with a control signal flat, not every such curve was filed as active; inconclusive means small, poorly fitted or top-dose-only effect, or effect the other way, or a change in a side signal; inactive means no such curve, though single readings can be large or run the other way; the % refers to the polarisation; further: potency means the concentration at half of the fitted maximal effect; % of control where 0% means no effect; many of its hits are not listed in these tables
TCR act – T cell receptor activation; Potency, µM (top dose mostly 9.22 µM), for inactives: at the top dose activation of IL-2 secretion, actives largely listed as activators; primary human leukocytes, anti-CD3, IL-2 HTRF, 48 h; AID 504894; 330,000 tested, under 10 active; further: % of control where 0% means no effect
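Activity was scored as IL-2 release from primary human leukocytes given only a TCR signal (a-CD3 beads) plus compound for 48 hr. Detection used a two-antibody HTRF format read at 665nm.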
MBNL1 CUG block – blocks human MBNL1 binding to CUG repeat RNA; Q9NR56; TR-FRET MBNL1-His/biotin-(CUG)12 binding, 665/545 ratio; Potency, µM (titrated, usually from 57.5 µM), without a hit: at the highest dose activity change, negative = inhibition, actives largely listed as inhibitors; 280,000 compounds, 0.036% hits; active means well fitted inhibition curve with a large enough effect in the signal ratio, with a control signal flat, not every such curve was filed as active; inconclusive means small, poorly fitted or top-dose-only effect, or effect the other way, or a change in a side signal; inactive means no such curve, though single readings can be large or run the other way; the % refers to the signal ratio; further: potency means the concentration at half of the fitted maximal effect; on the % scale 0 is the no-effect control and ±100 the full control effect
Target sequence (Q9NR56 whole entry, looked up): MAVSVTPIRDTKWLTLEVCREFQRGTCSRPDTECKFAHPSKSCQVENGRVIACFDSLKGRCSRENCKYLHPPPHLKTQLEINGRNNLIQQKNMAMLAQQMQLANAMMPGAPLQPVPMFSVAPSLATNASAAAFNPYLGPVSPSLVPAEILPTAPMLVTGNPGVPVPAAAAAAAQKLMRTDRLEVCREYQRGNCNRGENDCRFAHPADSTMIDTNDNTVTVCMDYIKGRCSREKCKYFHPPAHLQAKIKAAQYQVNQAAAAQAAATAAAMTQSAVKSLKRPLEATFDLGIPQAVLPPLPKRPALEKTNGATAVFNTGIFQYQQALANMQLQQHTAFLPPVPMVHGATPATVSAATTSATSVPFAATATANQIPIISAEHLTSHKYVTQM
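MBNL1-His + Biotin-(CUG)12, cpd titration 92 nM–58 uM; Tb anti-His Ab 0.055 ng/ul, SA-XL665 5 nM (final); 60 min RT; ratiometric 665/545 nm, Ex 340 nm; normalized to buffer and full-complex controls.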
PTAP TSG101 blk – blocks PTAP/TSG101 interaction to inhibit HIV-1 budding; Q99816; Fluorescence polarization, FITC-PTAP peptide / Tsg101 binding; Potency, µM (doses to about 115 µM), inactives show at the top dose activity change, negative = inhibition, most hits filed as inhibitors; 340,000 tested, under 10 active; active means well fitted inhibition curve with a large enough effect in the main read-out, with a control signal flat, not every such curve was filed as active; inconclusive means small, poorly fitted or top-dose-only effect, or effect the other way, or a change in a side signal; inactive means no such curve, though single readings can be large or run the other way; further: potency means the concentration at half of the fitted maximal effect; % of control where 0% means no effect
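Fluorescence polarization binding of Tsg101 binding domain (10 uM final) to FITC-labeled PTAP peptide (50 nM final) in HEPES pH 7.5 buffer with NaCl, Tween 20, EDTA, TCEP. Compounds added before peptide; binding 20 min at RT.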
ASM inhibitor – blocks human secretory acid sphingomyelinase; placental ASM, HMU-PC fluorogenic substrate, 60 min; 340,000 compounds, 0.006% hits; Potency, µM (doses to about 57.5 µM), for the others: at the top dose activity change, negative = inhibition, most hits filed as inhibitors; AID 504937; further: potency means the concentration at half of the fitted maximal effect
Target sequence (P17405 47-631 limits assumed): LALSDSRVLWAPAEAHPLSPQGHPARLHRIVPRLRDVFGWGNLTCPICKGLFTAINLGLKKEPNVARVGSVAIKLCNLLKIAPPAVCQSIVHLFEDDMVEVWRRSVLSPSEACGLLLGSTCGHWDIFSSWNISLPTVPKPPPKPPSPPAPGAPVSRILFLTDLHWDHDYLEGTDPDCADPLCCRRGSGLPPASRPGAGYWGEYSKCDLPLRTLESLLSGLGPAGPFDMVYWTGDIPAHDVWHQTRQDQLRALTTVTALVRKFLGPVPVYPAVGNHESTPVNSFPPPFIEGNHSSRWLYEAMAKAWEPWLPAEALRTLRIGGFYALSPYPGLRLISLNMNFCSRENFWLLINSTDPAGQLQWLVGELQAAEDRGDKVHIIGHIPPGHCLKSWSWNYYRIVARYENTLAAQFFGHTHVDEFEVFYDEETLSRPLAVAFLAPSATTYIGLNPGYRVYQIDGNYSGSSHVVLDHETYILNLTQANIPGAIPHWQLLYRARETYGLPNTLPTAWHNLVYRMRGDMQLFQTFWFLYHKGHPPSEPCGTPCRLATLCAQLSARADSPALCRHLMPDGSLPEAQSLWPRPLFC
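Human placenta-derived ASM enzyme was preincubated with compound for 10 minutes at room temperature, then given fluorogenic substrate HMU-PC0 (9 uM final) for 60 minutes at 37 °C; a pH 10 stop preceded fluorescence reading at Ex 386/Em 447 nm.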
TSHR antag – human thyrotropin receptor antagonism; P16473; TSHR-expressing cells, TSH-stimulated cAMP HTRF, 2 h; active compounds read low; activity change, negative = inhibition, % at 11.5 µM; 330,000 compounds, 0.2% hits;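 active means activity change below a set negative limit, meaning inhibition stronger than a set level, cut at about -70% in these data; inconclusive means activity change between two set negative limits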; further: on the % scale 0 is the no-effect control and ±100 the full control effect
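Read-out is FRET at 665 nm (cryptate excitation 337 nm) from a cryptate-tagged anti-cAMP antibody, competed by cell cAMP against cAMP-d2. Compounds are tested on freshly harvested TSHR cells challenged with 4nM TSH (EC80) for 2 hours at 37 deg C.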
Mito fusion yeast – inhibitors of mitochondrial division or activators of mitochondrial fusion; S. cerevisiae fusion-defective mutant growth rescue, CellTiterGlo 48 h; Potency, µM (titrated, usually from 46.1 µM), for the others: at the highest dose growth rescue (activation), most hits filed as activators; 320,000 compounds, 0.23% hits; AID 485298;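 further: potency means the concentration at half of the fitted maximal effect; % of control where 0% means no effect; nearly all actives have a fitted effect of over 45% in size; temperature-sensitive fusion mutants such as fzo1-1 at 37 °C on non-fermentable ethanol glycerol medium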
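S. cerevisiae fusion-defective temperature-sensitive mutants (e.g. fzo1-1, mgm1-5) grown 48 h at 37C in YPEG (ethanol/glycerol non-fermentable) medium with 23 nl compound per well; growth rescue read as CellTiterGlo luminescence.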
MLL CXXC-DNA inh – blocks binding of human MLL CXXC domain to DNA | Q03164 | MLL-CXXC / FITC-HOXA9 DNA fluorescence polarization | Potency, µM (top dose mostly 115 µM), for the others: at the top dose activity change, negative = inhibition, most hits filed as inhibitors | 290,000 compounds, 0.037% hits; active means well fitted inhibition curve with a large enough effect in the polarisation, with a control signal flat, not every such curve was filed as active; inconclusive means small, poorly fitted or top-dose-only effect, or effect the other way, or a change in a side signal; inactive means no such curve, though single readings can be large or run the other way; the % refers to the polarisation; further: potency means the concentration at half of the fitted maximal effect
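Fluorescence polarization: 7 uM MLL-CXXC (stock) preincubated 5 min with compounds, then 50 nM fluorescein-HOX-A9 DNA (stock) added; 30 min ambient. Buffer 50 mM Tris-HCl pH 7.5, 50 mM NaCl, 1 mM DTT, 0.05% BSA.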
An asterisk follows results filed as active; ? = inconclusive; . = no result given; [ ] = another dose, or the depositor's remark. Unless noted, the call rests on the fitted dose curve; in most records, active means well fitted curve in the direction sought with a large enough effect; inconclusive means small, poorly fitted or top-dose-only effect, or another doubt; inactive means no such curve, though single readings can be large; an effect the other way counts as inactive or inconclusive. These rows are one share of the data, so the mix of outcomes need not match the whole.

SMILES	a7 integrin act	A-T KAP1 phos	Menin-MLL TR inh	TCR act	MBNL1 CUG block	PTAP TSG101 blk	ASM inhibitor	TSHR antag	Mito fusion yeast	MLL CXXC-DNA inh
O=C(/C=C/c1ccc(Cl)cc1)c1ccc([N+](=O)[O-])o1	-38%	17%	.	0%	.	-5%	1%	-24	-15%	.
CCNS(=O)(=O)c1c(C)cc(N2CCCC2=O)cc1C	20%	3%	-17%	-3%	-5%	-6%	-2%	-2	0%	13%
Clc1ccc(CNCCCSc2ncccn2)cc1	-7%	1%	-9%	2%	-5%	-1%	3%	2	-10%	-1%
COc1ccc(C2=C(Nc3ccccc3)c3ccccc3C2=O)cc1	5%	-7%	?	-2%[46.1 µM]	17%	2%	?	14	2%	-8%
Cn1c(=O)c2c(nc(NCCc3ccccc3)n2Cc2ccc(F)cc2)n(C)c1=O	10%	.	-15%	0%	-8%	-3%	-11%	-19	23%	-12%
COc1ccc(C(=S)N2CCOCC2)cc1OC(=O)c1cc(OC)c(OC)c(OC)c1	37%	-1%	4%	-3%	-6%	-4%	-3%	8	3%	4%
O=C(O)c1ccc(CSc2nnc(-c3ccncc3)n2-c2ccc(Br)cc2)cc1	1%	0%	-9%	2%	0%	-6%	2%	-18	-4%	2%
Cc1ccc(C(=O)O)cc1NC(=O)C1=CSCCO1	-10%	-4%	5%	-5%	-6%	-2%	2%	5	6%	0%
CC(C)C(NC(=O)CNC(=O)OC(C)(C)C)C(=O)NCc1ccc(Cl)cc1 (stereo not drawn)	19%	1%	5%	6%	-1%	-5%	-1%	-3	3%	5%
Cc1c(Cl)cccc1NC(=S)NCC(O)c1ccccc1 (stereo not drawn)	-4%	0%	5%	.	-2%	-4%	-2%	3	-18%	-4%
Cc1cccc(NC(=O)c2ccc(S(=O)(=O)N3CCOCC3)cc2)n1	-3%	2%	-15%	0%	-4%	-7%	3%	1	0%	-2%
CCOC(=O)[C@H]1[C@H]2COc3cc(OC)ccc3[C@@H]2N2C(=O)CN(C)C(=O)[C@@]12C	-16%	1%	.	10%	.	-1%	13%	1	.	.
O=C(c1cc([N+](=O)[O-])ccc1Cl)N1CCN(c2ccc(F)cc2)CC1	0%	-4%	6%	16%	34%[activator]	1%	3%	4	-10%	8%
Cc1ccccc1C(=O)NC=C1C(=O)OC(C)(C)OC1=O	12%	3%	11%	6%	-4%	-3%	-4%	-1	4%	-15%
O=S(=O)(c1ccc(F)cc1)c1nc(-c2ccccc2)oc1N1CCOCC1	13%	-4%	2%	-3%	3%	.	-2%	-10	-5%	-1%
O=C1c2ccccc2C(=O)N1CC1CO1 (stereo not drawn)	21%	.	.	-5%	.	0%	4%	.	.	.
Cc1cccc(C)c1NC(=O)N1CCCCCCC1	0%	4%	-13%	-6%	2%	-3%	5%	6	3%	0%
Cc1cc(C)nc(SCC(=O)c2ccc(Cl)cc2)n1	11%	-7%	-19%	0%	-4%	0%	0%	-14	-5%	2%
N#CCOC(=O)[C@H](Cc1ccccc1)N1C(=O)c2ccccc2C1=O	10%	-3%	-3%	5%	7%	0%	-3%	-7	4%	4%
COc1cccc(-c2ccc(=O)n(CC(=O)NCCN3CCOCC3)n2)c1	11%	-1%	-20%	1%[46.1 µM]	?	-4%	5%	1	0%	-5%
S=c1[nH]ccn1-c1c(Cl)cccc1Cl	10%	6%	-6%	-6%	-6%	3%	-4%	-5	-21%	-1%
Cc1ccc(S(=O)(=O)NCC(=O)N(CC(=O)NCC2CCCO2)C2CCCC2)cc1 (stereo not drawn)	5%	4%	-7%	-1%	5%	-3%	0%	23	4%	9%
COc1ccc(NC(=O)CSc2nc(C)cs2)c([N+](=O)[O-])c1	8%	-1%	.	-5%	.	-5%	-6%	1	.	.
O=C(NC(Cc1ccccc1)C(=O)NCCc1ccccn1)c1ccccc1 (stereo not drawn)	-30%	3%	.	2%	-4%	-1%	5%	.	1%	49%[activator]
CC1CCCN(C(=S)NCc2ccccc2)C1 (stereo not drawn)	6%	4%	-8%	2%[46.1 µM]	-4%	1%	2%	-2	-2%	-1%
Cc1ccc2nc(N3CCOCC3)c(C=O)cc2c1	-50%[inhibitor]	-40%	12%	0%	?	-3%	24%	27	3%	-6%
CC(=O)N[C@H]1[C@H](Oc2ccc3c(c2)CCC2C3CC[C@]3(C)C(=O)CCC23)O[C@H](CO)[C@@H](O)[C@@H]1O (stereo partly drawn)	27%	-2%	?	1%	-3%	-9%	-1%	2	-16%	6%
COc1ccccc1C1=CN(Cc2ccccc2)CCC1=O	8%	-2%	.	-4%	.	-4%	4%	2	.	.
COc1cccc(C(=O)O/N=C(\N)Cc2ccc(Cl)cc2)c1	2%	0%	4%	2%[46.1 µM]	-8%	2%	5%	-27	-27%	-1%
Cn1cnnc1SCC(=O)NCc1cccc(C(F)(F)F)c1	29%	2%	-15%	1%	-6%	-6%	3%	-5	-3%	2%
CCOC(=O)n1c(=O)n(Cc2ccccc2C)c2ccccc21	-4%	2%	?	-27%	.	-4%	1%	12	-3%	-1%
Cc1c(NC(=O)C(C)OC(=O)/C=C/c2ccc3c(c2)OCO3)c(=O)n(-c2ccccc2)n1C (stereo not drawn)	0%	0%	1%	-5%	?	3%	15%	6	-3%	-3%
O=C(Nc1cccc(-c2nc3ccccc3c(=O)o2)c1)c1ccccc1	0%	-4%	?	-3%	-7%	-1%	-2%	0	-6%	-1%
CCOc1ncccc1C(=O)Nc1ccc(S(=O)(=O)NC2=NCCCCC2)cc1	-24%	4%	-7%	2%	-5%	-1%	0%	5	1%	?
CCCCC(=O)Nc1cccc(C(=O)Nc2ccccc2C(=O)O)c1	-1%	-4%	?	5%	-12%	-1%	7%	-1	2%	0%
COC(=O)C1C(O)=C(C=Nc2cccc3ccccc23)C(=O)CC1(C)C (stereo not drawn)	2%	-8%	.	-4%	0%	1%	32%[activator]	-4	1%	6%
COc1ccc(Cc2nnc(NC(=O)c3cccc([N+](=O)[O-])c3C)s2)cc1	-7%	-2%	18%	3%	5%	-1%	-1%	-1	1%	-5%
CC(Nc1[nH]c(=O)n(C)c(=O)c1N=O)c1ccccc1 (stereo not drawn)	19%	2%	-9%	1%	?	-1%	2%	17	5%	4%
Cc1nn(-c2ccc(C(=O)O)cc2)c(N)c1-c1ccccc1	?	-2%	11%	2%	3%	-3%	10%	-11	1%	-11%
O=C(COC(=O)CNC(=O)c1ccccc1F)Nc1cccc(S(=O)(=O)N2CCCCCC2)c1	-12%	1%	15%	-2%	-3%	-2%	-11%	-7	1%	-2%
O=C(CN1C(=O)c2ccccc2C1=O)NCCc1c[nH]c2ccc(Cl)cc12	0%	5%	18%	-17%[46.1 µM]	7%	1%	-9%	-6	-4%	11%
O=C(/C=C/Nc1nccs1)C(F)(F)Cl	21%	3%	0%	.	3%	-1%	-1%	11	-1%	-9%
COc1ccc(CNC(=O)C23CN(Cc4ccccc4)CC2C(c2ccc([N+](=O)[O-])cc2)=NO3)cc1 (stereo not drawn)	0%	0%	-21%	11%	11%	0%	1%	-7	0%	-7%
Cc1cc(Br)ccc1NC(=O)CN1CCN(c2ccccn2)CC1	1%	7%	-11%	7%	17%	-1%	0%	4	0%	?
CC/C(=N\NC(=S)Nc1cc(C)ccc1C)c1ccc(OC(F)F)cc1	17%	-6%	8%	-5%[46.1 µM]	.	-6%	-4%	-9	25%	12%
Cc1cc(C(=O)CCC(=O)N2CCN(c3ccccc3)CC2)c(C)s1	15%	8%	.	-5%	.	-8%	-4%	-7	10%	.
CCNC(=O)N(C)C[C@H]1N[C@@](CC)(C(=O)OC)[C@H]2C(=O)N(Cc3ccccc3)C(=O)[C@@H]12	10%	2%	.	-9%	.	1%	4%	8	.	.
COC(=O)CSc1nnc(-c2ccccn2)n1N	4%	3%	.	6%	2%	-2%	2%	1	3%	2%
CC1CCCCN1C(=O)COC(=O)c1ccc2ccccc2n1 (stereo not drawn)	18%	6%	.	-7%	.	-1%	0%	-3	3%	.

High-throughput results (PubChem BioAssay)
